# Tau ThT inhib – inhibitors of human tau fibril formation, thioflavin T binding; P10636; 270,000 compounds, 2.1% hits; recombinant tau K18 P301L (four-repeat tau fragment), heparin-induced fibrillization, ThT fluorescence; Potency, µM (doses to about 57.4 µM), without a hit: at the highest dose activity, negative = inhibition, most hits filed as inhibitors; AID 1460; also: % is scaled to controls: 0 for no effect and ±100 for the full control effect; nearly all actives have a fitted effect of over 55% in size
# Target sequence (P10636 561-689 P618L limits assumed): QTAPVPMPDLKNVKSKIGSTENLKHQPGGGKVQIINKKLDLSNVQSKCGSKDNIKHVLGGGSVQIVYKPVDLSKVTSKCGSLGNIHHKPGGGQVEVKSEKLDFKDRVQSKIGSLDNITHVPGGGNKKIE
#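 Tau K18 P301L fragment (15 uM unlabeled plus 0.24 uM Alexa 594-labeled) in 100 mM sodium acetate pH 7 with compound, fibrillization induced by 20 uM heparin for 6 hr at 37 C. Thioflavin T (30 uM) added, fluorescence read after 1 hr (ex 450, em 510 nm).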
# ALDH1A1 inh – blocks purified human ALDH1A1 activity; P00352; Purified ALDH1A1, NADH fluorescence, propionaldehyde substrate; Potency, µM (top dose mostly 75.3 µM), for the others: at the highest dose activity, negative = inhibition, actives largely listed as inhibitors; 220,000 compounds, 7.3% hits; active = well fitted inhibition curve with a large enough effect, not every such curve was filed as active; inconclusive = small, poorly fitted or top-dose-only effect, or another doubt; inactive = no such curve, though single readings can be large or run the other way;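 also: plate controls were no enzyme wells and a reference inhibitor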
# Target sequence (P00352 whole entry, looked up): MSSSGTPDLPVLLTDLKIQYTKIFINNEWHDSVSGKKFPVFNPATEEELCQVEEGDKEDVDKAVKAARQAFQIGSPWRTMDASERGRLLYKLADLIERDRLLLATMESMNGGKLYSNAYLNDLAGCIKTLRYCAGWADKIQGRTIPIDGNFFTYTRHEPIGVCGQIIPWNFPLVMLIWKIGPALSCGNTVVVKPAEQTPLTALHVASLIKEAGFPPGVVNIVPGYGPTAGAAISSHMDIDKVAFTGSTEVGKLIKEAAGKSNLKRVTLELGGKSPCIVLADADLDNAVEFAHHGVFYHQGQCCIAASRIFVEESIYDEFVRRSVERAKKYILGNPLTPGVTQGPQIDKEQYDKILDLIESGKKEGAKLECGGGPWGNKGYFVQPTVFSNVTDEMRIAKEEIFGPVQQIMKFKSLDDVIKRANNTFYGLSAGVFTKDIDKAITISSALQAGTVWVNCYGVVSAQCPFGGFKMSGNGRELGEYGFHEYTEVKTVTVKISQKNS
# SMN2 splice enh – enhancers of SMN2 splice variant expression | AID 1458 | HEK293 SMN2-luciferase splicing reporter, luminescence, 30-36 h | Potency, µM (doses to about 46.1 µM), without a hit: top-dose activity change, positive = activation, actives largely listed as activators | 210,000 compounds, 2.8% hits; also: % of control where 0% means no effect; nearly all actives have a fitted effect of over 55% in size
#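 qHTS luciferase splicing reporter: luminescence rises when SMN2 exon 7 is included in transfected HEK293 cells. Compound exposure lasted 30-36 h at 37C, with 4.5 mM final sodium butyrate as control, followed by a ONE-Glo read.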
# KinaseGlo FLuc – counter-screen: inhibitors of Kinase-Glo firefly luciferase; Q27757; Kinase-Glo luciferase, ATP luminescence, 8 min; Potency, µM (doses to about 38.3 µM), without a hit: at the highest dose activity change, negative = inhibition, hits mostly inhibitors; 200,000 compounds, 0.28% hits; AID 1379; also: % is scaled to controls: 0 for no effect and ±100 for the full control effect; nearly all actives have a fitted effect of over 60% in size
#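 Inhibition of Kinase-Glo luciferase light generation was assessed at 10 uM ATP in pH 7.2 imidazole buffer, with luminescence measured after eight minutes at ambient temperature.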
# KDM4E inh – inhibitors of human JMJD2E histone demethylase; JMJD2E catalytic domain, FDH-coupled NADH fluorescence (FDH is formaldehyde dehydrogenase); Potency, µM (series often up to 57.1 µM), without a hit: top-dose activity change, negative = inhibition, actives largely listed as inhibitors; 230,000 compounds, 1.6% hits; active = well fitted inhibition curve with a large enough effect, not every such curve was filed as active; inconclusive = small, poorly fitted or top-dose-only effect, or another doubt; inactive = no such curve, though single readings can be large or run the other way;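 also: 0% = wells with enzyme and -100% = buffer wells without enzyme; nearly all actives have a fitted effect of over 50% in size; many of its hits are not listed in these tables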
# Target sequence (B2RXH2 1-337 limits assumed): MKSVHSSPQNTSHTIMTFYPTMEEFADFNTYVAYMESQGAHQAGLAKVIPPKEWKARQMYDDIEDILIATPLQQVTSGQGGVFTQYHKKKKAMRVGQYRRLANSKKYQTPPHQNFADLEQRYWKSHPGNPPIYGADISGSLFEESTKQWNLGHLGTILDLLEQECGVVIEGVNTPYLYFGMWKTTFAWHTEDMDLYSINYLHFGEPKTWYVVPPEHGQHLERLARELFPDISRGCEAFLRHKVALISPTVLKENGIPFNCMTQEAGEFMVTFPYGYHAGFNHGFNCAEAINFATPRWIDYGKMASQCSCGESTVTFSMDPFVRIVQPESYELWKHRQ
# LMNA splice mod – changes lamin A minigene splicing in HeLa cells; HeLa LMNA splicing GFP/RFP minigene ratio, 48 h; Potency, µM (titrated, usually from 46.1 µM), for the others: top-dose ratio change, negative = inhibition, most hits filed as inhibitors; 200,000 compounds, 0.01% hits; active = well fitted inhibition curve with a large enough effect in the signal ratio, with a control signal flat, not every such curve was filed as active; inconclusive = small, poorly fitted or top-dose-only effect, or effect the other way, or a change in a side signal; the % refers to the signal ratio; also: % is scaled to controls: 0 for no effect and ±100 for the full control effect
#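 Read-out is the ratio of GFP to DsRed2 object intensity, acquired by 488 nm laser-scanning cytometry on HeLa lamin A-EGFP minigene reporter cells. Compound incubation 48 hrs at 37 °C in Opti-MEM with 2% FBS; DMSO 0.5% final.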
# RECQ1 helicase – RECQ1 (human) helicase inhibition; P46063; RECQ1 DNA unwinding, red fluorescence kinetic read; Potency, µM (top dose mostly 57.3 µM), inactives show at the top dose activity, negative = inhibition, most hits filed as inhibitors; 240,000 compounds, 0.54% hits; AID 2549;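 also: plate controls were vehicle for no effect and no enzyme for full effect; nearly all actives have a fitted effect of over 30% in size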
#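 50 nM RECQ1T1 preincubated 15 min with compound in Tris pH 8.0 buffer with MgCl2, DTT, Tween-20 and 2.5 ug/ml poly(dI-dC); started with 200 nM TAMRA/BHQ-2 forked duplex and 2 mM ATP. Unwinding read as fluorescence (525/598 nm), two reads 2 h apart.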
# L3MBTL1 inh – blocks human L3MBTL1; AlphaScreen L3MBTL1–H3K9me1 peptide binding; 230,000 compounds, 0.66% hits; Potency, µM (series often up to 57.1 µM), without a hit: top-dose activity, negative = inhibition, hits mostly inhibitors; also: % is scaled to controls: 0 for no effect and ±100 for the full control effect; nearly all actives have a fitted effect of over 60% in size
#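 First, the protein-peptide complex forms for 30 min at room temperature (L3MBTL1 50 nM, biotinylated H3K9me1 peptide 75 nM). Next, compounds are pin-transferred and incubated 30 min. Finally, AlphaScreen beads are added and read after 30 min.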
# An asterisk follows results filed as active; i = inactive; u = inconclusive; x = no result given; [ ] = another dose, or the depositor's remark. Unless noted, calls follow the shape of the dose curve; as a rule, active = well fitted curve in the direction sought with a large enough effect; inconclusive = small, poorly fitted or top-dose-only effect, or another doubt; inactive = no such curve, though single readings can be large; an effect the other way counts as inactive or inconclusive. Potency is read from the fitted curve at half-maximal effect.
# Each structure is followed by: KDM4E inh | LMNA splice mod | RECQ1 helicase | L3MBTL1 inh | Tau ThT inhib | ALDH1A1 inh | SMN2 splice enh | KinaseGlo FLuc
Cc1csc(NC(=O)CCc2ccc(S(=O)(=O)N3CCOCC3)cc2)n1
→ 2.0% | -6.1% | i | x | 0.1% | u | -29.6% | -1.6%
c1ccc2oc(-c3[nH]ncc3CN3CCC(N4CCSCC4)CC3)cc2c1
→ -4.2% | x | i | u | 2.9% | 23.4% | x | -2.4%
COc1ccc(OC)c(-n2c(SCC(=O)Nc3cc(C)on3)nnc2-c2c[nH]c3ccccc23)c1
→ 0.7% | -1.8% | -7.5% | x | u | -1.2% | 18.4% | -0.2%
C=CCN(CC=C)C(=S)NC(=O)c1ccc(C)c(Br)c1
→ u | u | 9.1% | u | -17.7% | u | -30.3%[inhibitor] | -2.0%
Cc1nnsc1SC(C)C(=O)O (stereo not given)
→ 5.2% | -1.9% | -26.4% | -0.5% | -0.5% | u | -15.6% | -0.9%
Oc1c(Cl)cc(Cl)cc1C=Nc1cc(C(F)(F)F)ccc1N1CCc2ccccc2C1
→ u | x | i | 7.6% | 28.2µM* | -3.3% | x | x
O=C(Cc1ccccc1)NNC(=S)Nc1ccc(Cl)cc1
→ 1.4% | -1.8% | i | 3.4% | -4.1% | 25.1µM* | 3.1% | -4.7%
CCCCOC(=O)Nc1cccc(C(C)=O)c1
→ -4.1% | u | -2.3% | -5.9% | -1.6% | -2.3% | 12.7% | -4.6%
COCCCNC(=S)NNC(=O)c1ccc2c(c1)OCO2
→ -0.4% | -12.1% | i | 6.5% | 8.0% | 25.6% | -2.4% | -0.4%
Nc1c(C(=O)Nc2ccc(F)cc2)sc2nc(-c3ccco3)ccc12
→ u | u | 22.4µM* | 3.3% | 6.31µM* | u | -17.8% | -5.2%
COc1ccc(C(=O)N2CCC(C(=O)Nc3ccc4c(c3)OCO4)CC2)cc1
→ 0.9% | -16.4% | -0.5% | u | -3.1% | 1.9% | u | -1.6%
Cc1cc(/C=C2\SC(=S)NC2=O)c(C)n1C
→ 1.9% | 12.2% | 0.316µM* | -8.0% | u | 1.2% | 11.2% | -2.9%
COc1ccc(C2C(C#N)=C(N)Oc3cc(C)n(CCN4CCOCC4)c(=O)c32)cc1OC (stereo not given)
→ -1.5% | 0.7% | -9.2% | -11.4% | 3.8% | -10.8% | 2.6% | -2.0%
Cc1ccc(C(=O)Nc2ccccc2Oc2ccccc2)cc1[N+](=O)[O-]
→ -1.5% | 8.2% | -2.6% | -3.6% | 2.0% | -2.5% | u | -1.9%
NC(=O)C1(N2CCCCC2)CCN(C(=O)CSc2nc(C(F)(F)F)cc(=O)[nH]2)CC1
→ 2.3% | 8.6% | -3.6% | -11.1% | -3.6% | 10.8% | 5.2% | -1.4%

# Brought forward from above: six compounds, then new ones.
# Each structure is followed by: KDM4E inh | LMNA splice mod | RECQ1 helicase | L3MBTL1 inh | Tau ThT inhib | ALDH1A1 inh | SMN2 splice enh | KinaseGlo FLuc
Nc1c(C(=O)Nc2ccc(F)cc2)sc2nc(-c3ccco3)ccc12
→ u | u | 22.4µM* | 3.3% | 6.31µM* | u | -17.8% | -5.2%
COc1ccc(C(=O)N2CCC(C(=O)Nc3ccc4c(c3)OCO4)CC2)cc1
→ 0.9% | -16.4% | -0.5% | u | -3.1% | 1.9% | u | -1.6%
Cc1cc(/C=C2\SC(=S)NC2=O)c(C)n1C
→ 1.9% | 12.2% | 0.316µM* | -8.0% | u | 1.2% | 11.2% | -2.9%
COc1ccc(C2C(C#N)=C(N)Oc3cc(C)n(CCN4CCOCC4)c(=O)c32)cc1OC (stereo not given)
→ -1.5% | 0.7% | -9.2% | -11.4% | 3.8% | -10.8% | 2.6% | -2.0%
Cc1ccc(C(=O)Nc2ccccc2Oc2ccccc2)cc1[N+](=O)[O-]
→ -1.5% | 8.2% | -2.6% | -3.6% | 2.0% | -2.5% | u | -1.9%
NC(=O)C1(N2CCCCC2)CCN(C(=O)CSc2nc(C(F)(F)F)cc(=O)[nH]2)CC1
→ 2.3% | 8.6% | -3.6% | -11.1% | -3.6% | 10.8% | 5.2% | -1.4%
CN1C(=O)Cn2c1nc1ccccc12
→ -14.3% | 4.4% | -7.9% | 6.0% | 0.0% | -2.2% | -6.2% | -3.8%
NC(=O)C1CCN(C(=O)c2cccc(S(=O)(=O)N3CCc4ccccc4C3)c2)CC1
→ -6.6% | -5.4%[46 µM] | -17.7% | 0.7% | 10.7% | -11.8% | -4.2% | 3.5%
Cc1cc(-c2ccccc2)n(-c2ccc(C(=O)N3CCN(c4ncccn4)CC3)cc2)n1
→ -5.3% | -4.1% | -2.9% | 0.1% | u | -13.8% | -16.6% | -0.8%
COc1cc(CC(=O)Nc2cc(S(C)(=O)=O)ccc2Cl)cc(OC)c1OC
→ -0.9% | u | -13.0% | 15.1% | -0.4% | -3.5% | -0.6% | -0.6%
COC(=O)c1c(NC(=O)CN2C(=O)C(=O)N(CC(C)C)C2=O)sc2c1CCCCC2
→ -10.8% | -11.9% | -9.4% | -17.2% | u | u | -3.9% | 2.7%
CN(Cc1ccccc1)CC(O)COc1ccc(CNCCCOc2cccnc2)cc1 (stereo not given)
→ -0.9% | u | 5.6% | -14.7% | -0.8% | 0.8% | x | -2.7%
CC1CCCC(NS(=O)(=O)c2ccc3c(c2)OCCO3)C1C (stereo not given)
→ -16.7% | -15.3% | -5.1% | 19.7% | 5.3% | 14.1µM* | -17.2% | -0.2%
COCc1[nH]nc2c1C(c1cc(OC)c(O)c(OC)c1)C(C#N)=C(N)O2 (stereo not given)
→ u | 0.5% | i | -3.3% | u | u | -18.8% | -7.1%
CN(C)C(CNC(=O)c1cccc(C#N)c1)c1ccco1 (stereo not given)
→ -18.6% | -10.3%[46 µM] | -9.7% | -3.2% | -3.1% | u | 9.6% | 0.8%
OCC(O)CN1CCCC1 (stereo not given)
→ 12.7% | x | -1.8% | -5.8% | u | x | x | x
COc1ccc(NC(=O)C2C3CCC(C3)C2C(=O)O)cc1OC (stereo not given)
→ -29.3% | -0.8% | -7.3% | x | u | -10.0% | -8.5% | 3.4%
Cc1ccc2c(n1)sc1c(-c3ccccc3)c(C#N)c(N)nc12
→ 2.1% | 2.8% | -2.2% | 9.7% | 1.0% | -8.1% | x | x
c1ccc(Cn2nnnc2CN2CCN(c3ncccn3)CC2)cc1
→ 6.1% | -1.9% | -4.7% | x | -3.5% | 11.2µM* | -10.5% | 0.7%
COc1ccc(NC(=O)c2ccccc2NC(=O)C2CCCO2)cc1 (stereo not given)
→ 5.0% | 3.0% | -18.5% | -0.2% | -5.3% | u | 20µM* | -2.0%
COc1ccc(Br)cc1/C=N/Nc1cccc(C(=O)O)c1
→ -25.9% | -11.6% | 4.3% | -9.6% | u | -5.8% | 11.2µM* | -1.5%
COc1ccc(CC(=O)OCCN(C)C)cc1
→ -2.5% | 16.7% | i | x | -3.5% | 17.7% | -2.1% | 0.7%
O=C(Cc1cccs1)N1CCN(S(=O)(=O)c2ccccc2)CC1
→ 0.6% | -9.2% | -6.2% | -4.3% | 2.2% | -11.4% | 9.2% | -1.6%
O=[N+]([O-])C(/C=C(/Cl)[N+](=O)[O-])=C(N1CCCCC1)N1CCCCC1
→ -22.7% | x | -4.2% | 3.6% | u | x | x | x
CN(C)CCCN(Cc1cc2cc3c(cc2[nH]c1=O)OCO3)C(=S)Nc1ccccc1
→ u | u | i | -16.2% | -5.0% | u | -11.0% | -0.9%
COc1ccc(C(=O)NCCc2nnc(SCC(=O)Nc3ccccc3C(C)C)n2C)cc1
→ 3.2% | 1.2% | 3.6% | x | -12.4% | -14.8% | -7.4% | 0.9%
O=C(O)CCCNS(=O)(=O)c1ccc(NCc2ccccc2)c(C(=O)O)c1
→ u | -3.5% | -7.4% | -0.9% | 1.8% | u | 5.1% | 6.9%
Cc1cc(NC(=O)COC(=O)C2CCN(C(=O)c3ccc(Cl)cc3)CC2)no1
→ 8.6% | 4.7% | -3.1% | x | -9.8% | 12.5% | -0.4% | 1.4%
Cc1cc(NC(=O)c2ccc(S(=O)(=O)Nc3ccccc3)cc2)no1
→ -1.3% | 12.7% | -2.2% | -1.6% | -5.5% | -10.4% | -15.7% | 7.4%
CC(C)OC(=O)CSc1nnc(CNc2ccc(Cl)cc2)n1Cc1ccccc1
→ 0.8% | -8.1% | -1.8% | -2.9% | -9.7% | u | -17.2% | -1.0%
CCOC(=O)NN1C(=O)c2ccccc2NC1c1ccccc1 (stereo not given)
→ u | -10.3% | -2.1% | 12.6% | -0.5% | u | -0.9% | -1.9%
CCOC(=O)C1(CC2CCCCO2)CCN(C(=O)Nc2ccc3c(c2)OCO3)CC1 (stereo not given)
→ 5.9% | x | i | -1.8% | -8.0% | 3.4% | x | x
COCCNS(=O)(=O)c1cc(OC)c(C)cc1C
→ -1.9% | x | i | 12.4% | 4.8% | 0.9% | x | 0.3%
Cc1ccc(NC(=O)CN(C)C(=S)NC2CC2)cc1
→ -5.7% | u | i | -6.4% | -4.7% | 5.3% | 8.6% | 1.4%
Cc1ccc(NC(=O)COc2ccc(Br)cc2CO)cc1
→ 4.9% | u | -13.8% | x | u | 21.2% | -25.2% | -0.9%
Cn1cccc1CC(=O)NNC(=S)Nc1ccc(Cl)cc1Cl
→ -0.1% | -14.3% | -14.4% | -6.6% | -17.7% | 10µM* | 2.9% | -0.2%
CC(C)(C)NC(=O)COC(=O)c1ccccc1NC(=O)c1ccco1
→ -9.9% | 7.7%[46 µM] | -5.9% | 9.7% | 1.3% | 5.5% | 0.5% | 1.0%
Cc1oc2cc(O)ccc2c(=O)c1Oc1ccccc1
→ u | 11.5% | i | 2.5% | 0.2% | u | 9.6% | -2.5%
CC1(C)CC(=O)C2=C(C1)N(c1ccccc1)C(=O)C2(O)C(F)(F)F (stereo not given)
→ 3.1% | -3.1% | -8.6% | 4.3% | 3.0% | 6.5% | 11.3% | 0.8%

# Compound activity as filed in PubChem.

# This is a subset. The share of hits here may be higher or lower than overall.
